# Platelet DG rel – platelet dense granule release activity; actives 0.22% (n = 300,000); inhibition, %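 (compounds screened at 7.5 µM in platelet-rich plasma)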; human platelet-rich plasma, SFLLRN dense granule ATP release, luminescence;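 active = mean replicate score, as percent of positive control, at or above 50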
# TRPC4 inh – inhibitors of mouse TRPC4 channel. B-score at 10 µM. Q9QUQ5. HEK293 TRPC4beta/mu-opioid, DAMGO-evoked Fluo4 calcium flux; hits give low values. actives 0.39% (n = 300,000). AID 2247;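 active = B-score over 3 SD under the library average, no early fluorescence shift, positive overall ratio signal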
#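 System: stable TRPC4beta/mu-opioid receptor HEK293 cells; Dosing: single-point compound dosing; Measured by: Fluo4 Ca2+ flux fluorescence; Read-out basis: per-well B score of integrated baseline-normalized Fluo4 ratio.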
# TRPC4 PAM – allosteric potentiators of mouse TRPC4 channel; actives 0.42% (n = 310,000); HEK293 TRPC4beta/mu-opioid, DAMGO EC20, Fluo-4 Ca2+ flux; hits give high values; B-score at 10 µM; Q9QUQ5;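 active = B-score of calcium response area above 5 SD of library B-scores, with initial fluorescence ratio within 5 SD of library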;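 note: B-score of integrated fluorescence ratio over time as area under calcium response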
# KCNQ1 act – potentiators or activators of human KCNQ1 potassium channel | P51787 | CHO-K1 KCNQ1, thallium flux FluxOR fluorescence; hits give high values | B-score at 10 µM | actives 0.35% (n = 310,000) | AID 2648;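 active = fluorescence ratio B-score, a plate-corrected score, at least three library SD, with initial intensity B-score within 5 SD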
#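 Test system: CHO-K1 cells stably expressing KCNQ1 / Medium: assay buffer / Also added: depolarizing K+/Tl+ stimulus, K2SO4 and Tl2SO4 each 12.5 mM in 5x stock / Incubation: 90 min dye loading and 20 min compound exposure, both at room temperature / Signal: thallium influx via FluxOR fluorescence, kinetic imaging / Evaluation: B score of baseline-normalized fluorescence ratio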
# PolyA inhibitor – inhibitors of polyadenylation in S. cerevisiae | actives 0.02% (n = 300,000) | S. cerevisiae SKY197-pL101 polyadenylation reporter, beta-gal luminescence; efflux-impaired pdr1/pdr3 knockout yeast; score 100 = 6 SD above DMSO | AID 1875 | calls only at 12 µM;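 active = lowest replicate activity score at least 50, where 100 means six control SD above control mean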;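 note: yeast exposed to compound for 9 h at 30 °C; higher score means more reporter readthrough which indicates perturbed polyadenylation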
# hERG rescue – shields human hERG channel from block by proarrhythmic agents; actives 0.51% (n = 310,000); Q12809; activation (rescue from dofetilide block), less the hit threshold, % at 10 µM; CHO-hERG, FluxOR thallium flux, dofetilide IC70 present;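 active = activation above the mean of controls blocked by dofetilide plus 5 SD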;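 note: thallium influx through hERG after potassium depolarization seen as dye fluorescence rise; in these data hits start at about 4.7%; inactives centre near -7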
# Dyrk1A ADPGlo – inhibitors of rat Dyrk1A kinase. Q63470. ADP-Glo luminescence, NFATc1 peptide. inhibition, % at 12.5 µM. actives 0.43% (n = 310,000); in the data active = inhibition above about 50%;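 note: plate controls were vehicle with enzyme for no effect and no enzyme for full effect; many of its hits are not listed in these tables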
# TRPC4 act – activators of mouse TRPC4 channel; AID 2237; Q9QUQ5; B-score at 10 µM; actives 0.49% (n = 310,000); HEK293 TRPC4beta/mu-opioid, Fluo4 calcium fluorescence; hits give high values;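 active = B-score above 5 SD of library B-scores, and initial fluorescence ratio not above library mean plus 5 SD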;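 note: positive B-score marks a calcium rise read as TRPC4 activation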
#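 Assay system: HEK293 stable line with TRPC4beta plus mu-opioid receptor. Times: dye 45 min RT, read 110 s. Measured by: kinetic Fluo4 calcium fluorescence. Measure: B score of integrated ratio. Controls: assay buffer as low control, maximal DAMGO as high control.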
# KCNK3 inh – human KCNK3 channel inhibition, primary screen; CHO-KCNK3 thallium flux, FluxOR fluorescence; hits give low values; B-score at 10 µM; actives 0.84% (n = 340,000); AID 602410;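 active = B-score under library mean minus 4 SD, starting fluorescence ratio at most library mean plus 5 SD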;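 note: more negative B-score means stronger inhibition of thallium flux through KCNK3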
# Target sequence (O14649 whole entry, looked up): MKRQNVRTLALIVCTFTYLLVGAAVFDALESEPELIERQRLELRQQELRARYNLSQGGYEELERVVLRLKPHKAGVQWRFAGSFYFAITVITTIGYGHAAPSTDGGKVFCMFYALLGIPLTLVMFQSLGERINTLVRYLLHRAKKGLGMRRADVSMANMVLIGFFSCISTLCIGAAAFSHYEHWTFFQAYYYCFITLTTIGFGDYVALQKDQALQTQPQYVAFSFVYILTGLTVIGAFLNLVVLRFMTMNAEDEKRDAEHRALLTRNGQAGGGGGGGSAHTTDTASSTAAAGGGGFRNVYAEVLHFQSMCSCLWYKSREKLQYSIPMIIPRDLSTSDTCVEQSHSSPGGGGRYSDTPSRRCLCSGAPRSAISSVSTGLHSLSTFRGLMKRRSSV
# KCNQ1 block – human KCNQ1 channel inhibition | CHO-K1 KCNQ1, FluxOR thallium flux fluorescence; hits give high values | P51787 | actives 1.3% (n = 310,000) | B-score at 10 µM;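 active = compounds whose thallium flux B-score, printed positive for inhibition, exceeds three library SD while starting fluorescence stays within three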;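 note: channel opened by potassium depolarization with thallium stimulus after 20 min compound exposure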
# KCNK9 inh – inhibitors of human KCNK9 two-pore domain potassium channel; B-score at 10 µM; actives 1.2% (n = 310,000); AID 488922; Q9NPC2; HEK293 KCNK9, FluxOR thallium flux fluorescence; hits give low values;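 active = ratio B-score over 3 SD below the library mean, with starting fluorescence within 5 SD of its mean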;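 note: negative B-score means less thallium flux so channel inhibition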
# Target sequence (Q9NPC2 whole entry, looked up, the tested form may be a part): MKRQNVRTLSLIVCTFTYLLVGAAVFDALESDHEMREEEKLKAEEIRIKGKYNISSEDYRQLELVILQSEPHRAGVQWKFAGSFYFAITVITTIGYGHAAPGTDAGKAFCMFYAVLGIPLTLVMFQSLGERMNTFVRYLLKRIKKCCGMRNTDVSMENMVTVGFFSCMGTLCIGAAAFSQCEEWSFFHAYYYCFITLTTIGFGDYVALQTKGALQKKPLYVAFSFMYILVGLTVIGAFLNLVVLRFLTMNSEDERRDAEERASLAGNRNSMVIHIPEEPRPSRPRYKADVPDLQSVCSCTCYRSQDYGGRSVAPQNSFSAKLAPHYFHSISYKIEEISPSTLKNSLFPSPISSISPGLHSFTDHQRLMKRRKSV
# * marks the source's active call; other numbers are inactive results; i = inactive; · = no result given. The list is partial; rates above refer to the full screens.
SMILES,Platelet DG rel,TRPC4 inh,TRPC4 PAM,KCNQ1 act,PolyA inhibitor,hERG rescue,Dyrk1A ADPGlo,TRPC4 act,KCNK3 inh,KCNQ1 block,KCNK9 inh
CSc1c(C#N)sc(=S)n1-c1ccc(C)cc1,-3.2,-7*,i,i,i,-9.0,-3.8,i,i,i,i
CC(OC(=O)c1ccccc1Br)C(=O)Nc1nc(-c2cccc([N+](=O)[O-])c2)cs1 (stereo not given),-7.4,i,i,i,i,-4.4,2.1,i,i,i,i
CCCC(C)NC(=O)c1cc(C(=O)OC)cc([N+](=O)[O-])c1 (stereo not given),13.7,i,i,i,i,-10.3,4.0,i,i,i,i
COc1ccc(-n2c(SCC#N)nnc2-c2cccnc2)cc1,0.6,i,i,i,i,-1.6,6.5,i,i,i,i
CN(CCNC(=O)C1CCC(=O)N(Cc2ccc(Cl)cc2)C1)CCc1ccccc1 (stereo not given),-5.4,i,i,i,i,-3.4,-5.8,i,i,i,i
CCn1cc(S(=O)(=O)c2ccc(Cl)cc2)c(=O)c2cc(OC)ccc21,5.6,i,i,i,i,-12.0,-0.4,i,i,i,i
COc1ccc(CCNc2ncnc3[nH]ncc23)cc1OC,-5.2,i,i,i,i,-14.3,9.6,i,i,i,i
O=C(COC(=O)Cc1cccc(C(F)(F)F)c1)Nc1ccc2[nH]c(=O)[nH]c2c1,0.6,i,i,i,i,-17.6,15.8,i,i,i,i
c1csc(C(c2nnnn2C2CCCC2)N2CCOCC2)c1 (stereo not given),7.8,i,i,i,i,-10.7,-4.6,i,i,i,i
CCOC(=O)C(CCC#N)(CCC#N)C(=O)OCC,-0.1,i,i,i,i,-2.7,-2.3,i,i,i,i
O=C(c1cccc(Br)c1)N1CCCC1,0.9,i,i,i,i,-9.4,13.2,i,i,i,i
Nc1ncnc(Oc2ccccc2F)c1[N+](=O)[O-],-1.7,i,i,i,i,-10.2,5.7,i,i,i,i
COC(=O)c1c(NC(=O)CSc2nnc3ccccn23)sc2c1CCC2,2.8,i,i,i,i,-5.0,-6.8,i,i,i,i
CC(C)c1ccc(Nc2nc(Cl)nc(NCc3ccco3)n2)cc1,13.9,i,i,i,i,-8.7,-13.0,i,i,i,i
COc1ccccc1C1CCN(Cc2ccccc2Cl)CC1,7.3,i,i,i,i,-11.2,2.0,i,i,i,i
O=C(CC1SC(=O)NC1=O)Nc1ccc(Cl)cc1 (stereo not given),0.7,i,i,i,i,-4.0,-5.1,45*,i,i,i
N#Cc1c(-c2ccc(F)cc2)c2c([nH]c1=O)-c1ccccc1OC2,3.9,i,i,i,i,-5.9,14.9,i,i,i,i
O=C(Nc1nnc(C(F)(F)F)s1)c1ccc(Br)s1,3.4,i,i,i,i,-25.6,2.7,i,i,i,i
CC(C)C(Sc1nc(-c2ccccc2)cc(-c2ccccc2)c1C#N)C(=O)O (stereo not given),0.5,i,i,i,i,-10.7,-6.1,i,i,i,i
CSCCC(NC(=O)c1ccc(Cl)cc1)C(=O)OCC(C)=O (stereo not given),-7.5,i,i,i,i,-18.0,3.2,i,i,i,i
COc1cccc(/C=C2\SC(=S)N(C(Cc3ccccc3)C(=O)O)C2=O)c1 (stereo not given),0.4,i,i,i,i,-10.9,-4.4,i,i,i,i
N/C(CS(=O)(=O)c1ccc(F)cc1)=N\O,1.5,i,i,i,i,4.0,-0.8,i,i,i,i
Cc1cccc(-c2noc(CCCC(=O)NC3CCCCC3)n2)c1,-5.6,i,i,i,i,-1.8,-7.4,i,i,i,i
Cc1cc(C)c(NC(=O)COC(=O)c2cc([N+](=O)[O-])ccc2N2CCOCC2)c(C)c1,-4.0,i,i,i,i,-8.0,4.2,i,i,i,i
C=CCOc1c(CCC)cc(CCC)cc1C(N)=O,-2.7,i,i,i,i,-13.4,8.1,i,-9.81*,i,-9.38*
Cc1noc(C)c1S(=O)(=O)N1CCCC(C(=O)NCCc2ccccc2)C1 (stereo not given),-1.0,i,i,i,i,-3.3,-0.1,i,i,i,i
COc1ccccc1NC(=O)COC(=O)c1cnc(C)cn1,-11.5,i,i,i,i,-12.2,-0.7,i,i,i,i
O=C(CNC(=O)c1ccc(F)cc1)Nc1ccccc1C(F)(F)F,-2.5,i,i,i,i,-3.7,0.9,i,i,i,i
Cc1ccc(N2N=C(c3ccc(F)cc3)CC2c2ccco2)cc1 (stereo not given),-2.2,i,i,i,·,-10.3,-7.2,i,i,i,i
CC1CN(c2nc(Nc3ccccc3F)nc(N)c2[N+](=O)[O-])CC(C)O1 (stereo not given),-10.3,i,i,i,i,-6.8,2.2,i,i,i,i
Cc1cccc(CN2CCCC(C(=O)Nc3ccccc3Oc3cccnc3)C2)c1 (stereo not given),-3.2,-6*,i,i,i,-3.4,3.2,i,i,i,i
O=C(Nc1ccc(C(=O)NC2CCCCC2)cc1)c1cccnc1,-4.3,i,i,i,i,-8.5,·,i,i,i,i
Cc1cc(C(F)F)n2ncc(C(=O)NCc3ccccc3)c2n1,3.0,i,i,i,i,-7.9,8.2,i,i,i,i
COCc1cc(=O)n2[nH]c(N)nc2n1,0.4,i,i,i,i,-12.9,-0.6,i,i,i,i
COc1cc(C(=O)n2nc(C)cc2C)cc(OC)c1OC,-10.0,i,i,i,i,-16.8,-0.2,i,i,i,i
COC(=O)c1ccc(NC(=O)CN2CCN(CC#N)CC2)cc1,-2.8,i,i,i,i,-2.5,-1.6,i,i,i,i
O=C(CSc1ccc(Cl)cc1)Nn1cnnc1,-3.6,i,i,i,i,-1.9,-2.5,i,i,i,i
C=CCN(C(C)=O)C1CC(=O)N(c2ccc(OCCC)cc2)C1=O (stereo not given),5.1,i,i,i,i,-9.4,-1.4,i,i,i,i
O=C(NCc1cccs1)c1ccc(N2CCCCC2)nc1,-1.2,i,i,i,i,-2.5,5.0,i,i,i,i
Cc1ccc2nc(SCc3ccc([N+](=O)[O-])cc3)[nH]c2c1,-2.8,i,i,i,i,-14.1,1.1,i,i,i,i
COc1ccc(CNC(=O)c2ccc[nH]2)cc1,-55.4,i,i,i,i,-2.6,-2.1,i,i,i,i
COc1cccc(CSc2nc3ccccc3[nH]2)c1,5.2,i,i,i,i,-13.0,-62.2,i,i,i,i
COc1ccc(N2CC(C(=O)N3CCOCC3)CC2=O)cc1 (stereo not given),-1.2,i,i,i,i,-2.7,3.7,i,i,i,i
O=C(NC1CCCC1)c1cnc2n(c1=O)CCS2,·,i,i,i,i,-7.0,15.6,i,i,i,i
Cc1ccnc(N2CCC(C(=O)NNC(=O)c3ccccc3C)CC2)n1,-6.1,i,i,i,i,2.6,·,i,i,i,i
COc1ccc(-n2nc([N+](=O)[O-])c(=NCCCN3CCCC3=O)n2O)cc1,0.2,i,i,i,i,-4.9,-6.0,i,i,i,i
COCCNc1nc2nonc2nc1N1CCC(N(C)C)C1 (stereo not given),-7.7,i,i,i,i,-5.9,3.1,i,i,i,i
CCCCOC(=O)CCc1c(C)[nH]c(=S)[nH]c1=O,1.8,i,i,i,i,-6.1,2.7,i,i,i,i
CCOc1ccc(C(=O)Nc2cccc(SC)c2)cc1,25.4,i,i,i,i,-6.8,2.2,i,i,i,i
CCN(CC(=O)Nc1ccc(NC(C)=O)cc1)C(=O)c1ccc(=O)[nH]c1,16.3,i,i,i,i,-11.6,2.5,i,i,i,i
Cc1ccc(C(=O)N/C(=C\c2cn(C)c3ccccc23)C(=O)OCCN(C)C)cc1,-4.0,i,i,i,i,-4.2,7.4,i,i,i,i
O=C(NCC(=O)N(CCN1CCOCC1)C(C(=O)NC1CCCC1)c1cccs1)c1ccco1 (stereo not given),-1.7,i,i,i,i,-9.8,2.4,i,i,i,i
Cc1c(NS(=O)(=O)c2cccc(C(=O)OCC(=O)N(C)C3CCCCC3)c2)c(=O)n(-c2ccccc2)n1C,17.2,i,i,i,i,-9.6,·,i,i,i,i
Cc1cc(C)cc(C(=O)NC(CC(N)=O)c2ccc(N3CCC(N4CCCCC4)CC3)c([N+](=O)[O-])c2)c1 (stereo not given),-4.6,i,i,i,i,-7.7,4.1,i,i,i,i
Cc1ccc(CNC(=O)C2CCN(S(=O)(=O)N3CCCCC3)CC2)cc1,6.4,i,i,i,i,-7.3,-2.6,i,i,i,i
Cc1nn(CC(=O)N/N=C/c2ccc(F)cc2)c(C)c1[N+](=O)[O-],5.5,i,i,i,i,-11.1,2.9,i,i,i,i
Cc1ccc(C)c(N2CCN(C(=O)c3ccc(CS(=O)(=O)c4ccccc4C)o3)CC2)c1,12.3,i,i,i,i,-29.9,-3.6,i,i,i,i
Cn1c(CNC(=O)OC(C)(C)C)nnc1SCc1c(Cl)cccc1Cl,2.7,i,i,i,i,-9.5,-6.1,i,i,i,i
CNC(=O)C(=O)NCCCN1CCOCC1,-0.4,i,i,i,i,-3.3,-0.5,i,i,i,i
Cc1ccc2c(c1)cc(CN(CCc1ccccc1)C(=O)N1CCOCC1)c1nnnn12,-4.7,i,i,i,i,-14.0,-1.0,i,i,i,i
COc1ccc(CN(C)C(=O)c2cnc(OC)cc2C(F)(F)F)c(OC)c1,2.7,i,i,i,i,-7.5,-60.4,i,i,i,i
Cc1ccccc1C(=O)Nc1ccc(Br)cn1,2.8,i,i,i,i,-5.0,5.6,i,i,i,i
CC(NC(=S)Nc1ccc(OC(F)F)c(Cl)c1)C(C)(C)C (stereo not given),-3.5,i,i,i,i,-16.2,4.1,i,i,8*,i

# Whole records from above. Order of screens: Platelet DG rel, TRPC4 inh, TRPC4 PAM, KCNQ1 act, PolyA inhibitor, hERG rescue, Dyrk1A ADPGlo, TRPC4 act, KCNK3 inh, KCNQ1 block, KCNK9 inh
# CCCCOC(=O)CCc1c(C)[nH]c(=S)[nH]c1=O as listed: 1.8, i, i, i, i, -6.1, 2.7, i, i, i, i
# CCN(CC(=O)Nc1ccc(NC(C)=O)cc1)C(=O)c1ccc(=O)[nH]c1 as listed: 16.3, i, i, i, i, -11.6, 2.5, i, i, i, i
# Cc1nn(CC(=O)N/N=C/c2ccc(F)cc2)c(C)c1[N+](=O)[O-] as listed: 5.5, i, i, i, i, -11.1, 2.9, i, i, i, i
# CC(NC(=S)Nc1ccc(OC(F)F)c(Cl)c1)C(C)(C)C (stereo not given) as listed: -3.5, i, i, i, i, -16.2, 4.1, i, i, 8*, i

# Assay outcomes from PubChem.
